# phage Ecoli inh: E. coli growth loss with phage present; growth absorbance; inhibition, % at 11.9 µM; 0.26% of 360,000 active; AID 651602; in the data active = inhibition above about 11%
# DAGLB inh: diacylglycerol lipase beta (human) inhibition; Q8NCG7; HEK293T DAGLB membrane lysate, EnzChek fluorogenic substrate; inhibition, % at 5.17 µM; 0.059% of 340,000 active; AID 504411; in the data active = inhibition above about 34%;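 note: 0% = enzyme with vehicle and 100% = wells lacking enzyme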
# HTR5A ag ctr: activates human HTR5A in OPRM1-OPRD1 agonist counter-screen; P47898; HTR5A agonist assay, luminescence, cell-based; activation, % at 9.3 µM; 0.61% of 340,000 active; AID 504692; in the data active = activation mostly above about 9.5%, no sharp cut-off; inactive = mostly below about 7.6%;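 note: 0% = cells with vehicle only and 100% = reference agonist; strong numbers were not always called active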
# CDK5 p35 inh: inhibitors of human CDK5/p35 kinase | Q00535+Q15078 | AID 488839 | inhibition, % at 10 µM | 0.01% of 330,000 active | Recombinant CDK5/p35, ADP-Glo luminescence, 60 min;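 active = highest replicate inhibition of at least 50% and at least 75% of replicates reaching 50%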;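 note: plate controls were DMSO neutral control for no effect and GW8510 at 10 µM for full effect; many of its hits are not listed in these tables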
# Target sequence (Q00535 whole entry, looked up): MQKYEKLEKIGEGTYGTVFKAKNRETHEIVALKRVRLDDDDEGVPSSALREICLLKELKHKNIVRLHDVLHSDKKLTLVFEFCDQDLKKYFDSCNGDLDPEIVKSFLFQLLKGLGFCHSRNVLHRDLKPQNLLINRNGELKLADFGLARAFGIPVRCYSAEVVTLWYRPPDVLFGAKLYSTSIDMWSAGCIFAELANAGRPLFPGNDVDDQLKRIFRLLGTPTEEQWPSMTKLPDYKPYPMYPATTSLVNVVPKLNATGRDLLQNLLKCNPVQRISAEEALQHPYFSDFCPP
# Target sequence (Q15078 whole entry, looked up): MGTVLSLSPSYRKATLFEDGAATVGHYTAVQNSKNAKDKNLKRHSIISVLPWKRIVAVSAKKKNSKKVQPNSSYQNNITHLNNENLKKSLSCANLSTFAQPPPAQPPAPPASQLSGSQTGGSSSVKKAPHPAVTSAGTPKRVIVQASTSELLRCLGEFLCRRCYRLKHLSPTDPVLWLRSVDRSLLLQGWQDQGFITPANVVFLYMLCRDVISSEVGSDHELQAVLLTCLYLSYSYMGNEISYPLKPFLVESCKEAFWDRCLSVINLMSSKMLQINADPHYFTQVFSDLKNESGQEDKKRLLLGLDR
# Tat export inh: E. coli Tat transport inhibition; inhibition, % at 10 µM; AID 488895; E. coli MC4100 TorA-mCherry Tat export, fluorescence; 0.036% of 340,000 active;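 active = mean replicate inhibition at least 50% and at least half of replicates individually reaching 50%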;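 note: exported cargo escapes ClpAP degradation while cytoplasmic cargo is degraded and loses fluorescence; 0% = median of neutral control wells and 100% = median of NaSCN control wells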
# AddAB inh: less growth of phage-infected E. coli with AddAB. E. coli expressing H. pylori AddAB, absorbance growth. inhibition, % at 11.9 µM. 0.29% of 330,000 active. AID 435030; in the data active = inhibition above about 12%;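 note: 0% = vehicle wells of infected cells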
# PKA-R2B act: activates the human PKA-R2B holoenzyme complex | PKA-R2B holoenzyme dissociation, Cy5-IP20 fluorescence polarization; R2B truncated from residue 108, S112A mutant; 0% DMSO only, 100% 113 µM cGMP | activation, % at 11.4 µM | 0.079% of 340,000 active;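 active = activation above a cutoff set at the mean over all compounds plus 3 SD, cut at about 18% in these data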;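 note: higher means more holoenzyme dissociation and a rise in polarization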
# Target sequence (P31323 whole entry, looked up, other chains not shown, the tested form may be a part): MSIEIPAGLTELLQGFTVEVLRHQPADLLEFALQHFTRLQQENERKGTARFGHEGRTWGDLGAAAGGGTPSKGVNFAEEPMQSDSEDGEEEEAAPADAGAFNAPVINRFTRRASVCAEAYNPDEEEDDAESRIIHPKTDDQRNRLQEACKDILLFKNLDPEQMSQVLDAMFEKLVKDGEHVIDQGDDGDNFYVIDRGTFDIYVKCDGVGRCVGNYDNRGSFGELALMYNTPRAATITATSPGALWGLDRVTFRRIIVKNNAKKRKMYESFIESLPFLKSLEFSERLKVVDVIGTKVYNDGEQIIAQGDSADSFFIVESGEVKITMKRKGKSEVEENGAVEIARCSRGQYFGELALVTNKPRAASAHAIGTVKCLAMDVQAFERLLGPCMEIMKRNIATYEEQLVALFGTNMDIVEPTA
# Mot1-301 SUMO: inhibitors of SUMOylation pathway: yeast Mot1-301 growth rescue; S. cerevisiae Mot1-301 growth rescue, ATP luminescence, 38.5C; percent above DMSO median, 100 means doubled; growth rescue, % at 18.8 µM; 1% of 320,000 active; AID 2716;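 active = every valid replicate shows activation above 250% relative to neutral control wells; inactive = the rest, any valid replicate at or below 250%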;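 note: OY570 slx delta 5 strain wells were the positive control but not used for scaling; some compounds called inactive have numbers as strong as hits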
# HTR5A inv ag: HTR5A inverse agonism, opioid heterodimer counter-screen; P47898; 0.083% of 340,000 active; inhibition, % at 9.3 µM; AID 504634; HTR5A cell line, luminescence; in the data active = inhibition mostly above about 23%, no sharp cut-off; inactive = mostly below about 18%;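 note: 0% = cells with DMSO and 100% = no-cell wells with DMSO; some compounds called inactive have numbers as strong as hits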
# PKA-R1A activ: PKA-R1A complex activation. PKA-R1A dissociation, Cy5-IP20 fluorescence polarization; scaled: DMSO 0%, 113 µM cGMP 100%. activation, % at 11.4 µM. 0.083% of 340,000 active. AID 504707;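 active = percent activation above the mean of all tested compounds plus 3 SD, cut at about 19% in these data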;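 note: higher means more PKAc released from R1A so a rise in polarization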
# E coli growth: bacterial growth inhibition, counter-screen for AddAB inhibitors; inhibition, % at 11.9 µM; E. coli V3065 growth, OD600 absorbance, 18 h; AID 449728; 0.27% of 330,000 active;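 active = inhibition above the campaign's mean inhibition across all tested compounds plus 3 SD, cut at about 9.9% in these data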;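 note: uninfected addAB+ strain grown without phage in ampicillin broth; 0% = DMSO wells and 100% = ciprofloxacin 0.95 µg/ml wells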
# The depositor's hits bear a star; i = inactive; . = no result given.
SMILES,phage Ecoli inh,DAGLB inh,HTR5A ag ctr,CDK5 p35 inh,Tat export inh,AddAB inh,PKA-R2B act,Mot1-301 SUMO,HTR5A inv ag,PKA-R1A activ,E coli growth
Cc1nn(C)cc1C=NCCOCc1ccccc1,-0.5,-1,1,-0.8,-4,-1.4,-6,1,-6,-2,0.6
COc1ccc([N+](=O)[O-])cc1NC(=O)C(C)OC(=O)Cn1[nH]c(=O)c2ccccc2c1=O (stereo unspecified),7.5,1,6,0.4,12,-1.2,-9,0,1,-18,-0.1
COCC(C)n1c(C)cc(C(=O)Cn2nc(C(=O)O)c3ccccc3c2=O)c1C (stereo unspecified),-0.8,2,-3,-0.2,-6,-0.2,-12,1,9,-11,-0.3
O=C(CCn1ccc2cc(S(=O)(=O)N3CCCC3)ccc21)NCCc1ccccc1,1.4,1,6,-3.6,-3,-1.5,2,-3,-23,-18,0.2
CCCCSc1nnc(CCCCCNC(=O)OC(C)(C)C)o1,3.7,-4,5,1.6,5,2.6,-2,13,0,-2,0.7
C=CCn1cc(C(=O)NCc2ccc3c(c2)OCO3)c(=O)c2cc(S(=O)(=O)N(CC)CC)ccc21,0.4,2,-2,0.1,1,.,-10,.,10,-14,.
CC(C)CNC(=O)c1c(F)c(F)c(F)c(F)c1F,4.1,-1,-3,2.1,-4,1.6,5,-11,7,0,2.2
O=C(CSc1nc2ccccc2c(=O)n1CC1CCCO1)NCc1ccccc1 (stereo unspecified),1.7,-4,4,-0.1,2,4.6,-4,0,-11,7,-1.3
CCOc1ccc(OCC(=O)OCC(=O)N2CCN(C(=O)c3ccco3)CC2)cc1,3.8,-3,0,-0.2,-8,0.9,-5,-13,-3,-1,1.4
CCOP(=O)(OCC)/C(C#N)=C/c1c[nH]c2ccccc12,-1.2,-3,3,0.6,-3,0.8,-3,6,-12,-5,-1.7
O=C(Nc1ccc(OC(=O)c2cccs2)cc1)c1ccco1,3.9,-1,-1,-1.3,2,5.3,-6,23,8,1,1.8
Cc1nc2ccc(NC(=O)c3nn(C(C)C)c(=O)c4ccccc34)cc2s1,3.0,-2,1,-0.5,3,0.5,-10,-5,22,4,0.6
COc1cccc(C2NC(=O)NC(C)=C2C(=O)Nc2cccc(C)c2C)c1 (stereo unspecified),-0.3,-3,0,0.8,-9,1.0,-4,0,-27,-4,-2.8
CC(C)Oc1ccc(C(=O)NCC(=O)O)cc1,3.1,1,6,0.7,-3,1.1,1,-16,-18,6,2.1
Cc1ccc(C(=O)C2C(c3cccs3)NC(=O)NC2(O)C(F)(F)F)cc1 (stereo unspecified),-0.9,-3,-1,-1.0,-2,1.1,-3,-12,11,-23,-1.1
COCC1OS(=O)(=O)NC(CC(=O)SC(C)(C)C)C1C (stereo unspecified),0.5,-5,2,-0.9,-3,-1.4,-1,135,-8,2,-1.6
[O-][n+]1cccc2c(Br)cc(Br)c(O)c21,43*,4,-2,-0.5,-7,40*,-1,-14,4,-2,40*
CCn1c(C(C)NC(=O)Cc2ccccc2)nc2ccccc21 (stereo unspecified),3.4,-3,0,0.0,8,1.3,1,3,9,-9,-0.6
CCS(=O)(=O)c1ccc2oc(Nc3ccccc3Br)nc2c1,0.1,2,5,1.0,2,0.9,-6,13,-15,-10,-1.2
Cn1ncc(Cl)c(Oc2ccc(Cl)cc2)c1=O,0.6,-2,3,0.0,-3,4.5,0,10,-6,7,-0.2
Cc1ccc(N(CC(=O)Nc2ccc(-c3nc4ccc(C)cc4s3)cc2)S(C)(=O)=O)cc1,3.0,1,2,-0.4,-2,3.2,-12,157,-14,9,-2.1
COCCNC(=O)C(c1cccc(OC)c1)N(C(=O)Cn1nnc2ccccc21)c1cccnc1 (stereo unspecified),1.4,-2,0,0.2,6,3.1,1,8,-22,-4,-0.7
COc1ccccc1-c1nnc2sc(COc3ccc(F)cc3)nn12,3.7,0,0,1.5,2,4.6,1,4,-11,-12,3.6
CCN(CC)CCNC(=O)CNC(=O)c1nn(-c2ccc(OC)cc2OC)c(=O)c2ccccc12,3.0,1,2,1.9,1,-0.4,-5,-3,-6,-3,0.0
N#CC(C#N)=C1C=C2C=C(N3CCCCCC3)CCC2CC1 (stereo unspecified),0.6,i,9,2.1,2,.,-4,.,-38,4,.
CC1CC(C)CN(C(=O)COC(=O)c2ccc3c(c2)OCO3)C1 (stereo unspecified),4.1,-5,-7,0.5,7,-0.1,4,0,16,2,-0.3
O=C(NC1CC1)c1ccc(NC(=O)C2CCCCC2)cc1,1.8,0,1,0.3,2,.,-14,.,-3,-6,.
Cc1cc(C(=S)N2CCOCC2)c(C)n1-c1ccc(Cl)cc1,1.4,3,4,-1.1,-6,3.5,-7,27,12,-1,-1.7
C=CCc1c(C)nc(SC)nc1Nc1ccccc1,2.9,-7,1,-1.6,-1,2.0,2,336,-21,-3,-1.6
Cc1cc(C)n(-c2nc3ccccc3nc2N2CCN(S(=O)(=O)c3ccc(F)c(C)c3)CC2)n1,0.5,-2,6,1.0,-3,3.7,-8,178,17,-11,3.4
O=C(Cn1nnc2ccccc2c1=O)NC1CCCCC1,0.7,0,-2,0.3,-11,1.3,0,250,0,-8,-0.5
C#CCN(CC=C)C(=O)c1cccc(OC2CCN(S(C)(=O)=O)CC2)c1,3.0,-1,2,0.4,5,-0.6,2,-3,-5,-3,0.6
Cc1ccccc1C(=O)NCC(=O)OC1CCCCC1=O (stereo unspecified),3.8,1,-5,0.2,2,2.7,4,-19,11,2,-2.5
O=C(NCCc1ccc(Cl)cc1)C1CCCN1C(=O)Nc1ccccc1 (stereo unspecified),1.0,-1,-3,0.8,10,-3.3,-2,-2,11,-5,-2.0
Oc1c(Cl)cc(Cl)c2c1NCCC2,0.8,11,3,-1.2,0,.,-2,.,-2,-1,.
CCSc1nc(C)c(CC)c(C)c1C(N)=O,0.4,-2,-3,0.1,-5,1.6,8,495,-9,17,2.0
COc1ccc(NC(=S)c2ccccc2)cc1,4.3,0,-1,-0.6,8,7.0,-11,7,5,-1,1.0
COc1cccc(NC(=O)C(C)OC(=O)c2n[nH]c3ccccc23)c1 (stereo unspecified),0.1,0,-1,0.1,7,-0.3,-3,-9,5,-8,-1.4
Cc1cccc(C)c1OC(=O)c1ccccc1,-0.4,-5,1,-0.3,1,.,-4,.,-4,-7,.
COc1ccccc1N(CC(=O)NCc1ccco1)C(=O)CCC(=O)Nc1ccccn1,2.2,0,2,0.5,-7,0.6,5,-8,-5,8,0.3

# The closing 4 entries of the section before open the next one.
SMILES,phage Ecoli inh,DAGLB inh,HTR5A ag ctr,CDK5 p35 inh,Tat export inh,AddAB inh,PKA-R2B act,Mot1-301 SUMO,HTR5A inv ag,PKA-R1A activ,E coli growth
COc1ccc(NC(=S)c2ccccc2)cc1,4.3,0,-1,-0.6,8,7.0,-11,7,5,-1,1.0
COc1cccc(NC(=O)C(C)OC(=O)c2n[nH]c3ccccc23)c1 (stereo unspecified),0.1,0,-1,0.1,7,-0.3,-3,-9,5,-8,-1.4
Cc1cccc(C)c1OC(=O)c1ccccc1,-0.4,-5,1,-0.3,1,.,-4,.,-4,-7,.
COc1ccccc1N(CC(=O)NCc1ccco1)C(=O)CCC(=O)Nc1ccccn1,2.2,0,2,0.5,-7,0.6,5,-8,-5,8,0.3
CC1(C)Cn2c(nnc2-c2ccccc2)S1,1.5,-1,0,5.8,0,1.8,-3,154,0,-12,-2.6
CN1CCN(C(=S)C(=O)NCc2ccccc2)CC1,-3.2,0,-2,-0.1,5,1.9,2,9,9,5,-1.5
O=C(NC(NC(=S)Nc1ccccc1C(=O)O)C(Cl)(Cl)Cl)c1ccccc1 (stereo unspecified),.,3,-5,-7.6,-5,0.4,0,.,12,-2,-3.6
CCCCNC(=O)NNc1nc(Cl)cc(C)c1C#N,2.7,-1,-1,-2.9,-8,0.8,11,10,2,-7,-1.2
COc1cc(NC(=O)Cn2nc(Cc3cccnc3)c3ccccc3c2=O)cc(OC)c1OC,1.8,-3,3,2.6,-5,-1.3,6,-23,-11,-19,1.4
CCn1c(SCC(=O)Nc2nc3ccc(OC)cc3s2)nc2c1c(=O)n(C)c(=O)n2C,1.8,1,0,2.6,-1,-1.5,-9,16,2,-1,-1.1
COc1ccc(CCCc2n[nH]c(=S)o2)cc1C,0.9,2,-1,1.0,-3,-2.9,2,54,3,-7,-1.0
O=C(c1ccc(Cl)c(S(=O)(=O)NCc2cccnc2)c1)N1CCCC1,1.0,0,2,1.3,-2,3.5,0,.,-26,-6,-4.4
COc1ccc(/C=N/NC(=O)CNC(=O)c2ccncc2)cc1,0.1,2,0,2.0,-5,3.0,11,-9,-9,4,0.6
O=C(N/C(=C\c1ccc([N+](=O)[O-])cc1)C(=O)N1CCOCC1)c1cccc(Br)c1,3.0,1,-6,-0.1,3,2.9,-3,-10,-2,-11,-1.0
NC(=S)NN=C1c2ccccc2-c2cc(Br)ccc21,1.9,-4,-1,-1.8,6,.,-1,.,4,0,.
O=C(CSCC(=O)N1CCOCC1)Nc1ccccc1,1.5,3,-2,0.2,-6,-0.7,-2,1,10,-8,-1.4
Cc1ccccc1-c1cc(C(=O)NCc2cccs2)n(CC2CC(c3cccnc3)=NO2)n1 (stereo unspecified),1.6,-2,5,1.1,-8,2.5,-13,10,-4,-10,2.4
Cc1c(S(=O)(=O)N2CCCC(C)C2)c(=O)n(C)c(=O)n1C (stereo unspecified),2.7,-1,2,0.3,4,4.5,-3,-2,13,7,-0.1
O=C(NCc1cc(C(F)(F)F)ccc1Cl)c1cccc2c1C(=O)c1ccc(N3CCOCC3)cc1S2(=O)=O,3.0,0,-1,-2.3,-11,2.9,-7,0,-5,7,1.4
CCOC(=O)C1CCN(S(=O)(=O)c2ccc(Br)c(OCC)c2)CC1,0.6,-7,0,0.4,4,2.1,1,-18,-1,-2,0.4
COc1ccc(/C(C)=N/NC(=O)CNC(=O)/C=C\c2ccccc2OC)c(OC)c1,1.3,2,0,-0.6,3,4.9,1,-9,-1,-10,1.7
CC1CCCN(c2ccc(C(=O)OCn3nnc4ccccc4c3=O)cc2[N+](=O)[O-])C1 (stereo unspecified),2.7,4,-2,-0.3,-3,2.8,-10,14,10,3,-0.7
C[C@@H]1COC(=O)[C@H](CC(=O)OC(C)(C)C)C/C=C\C[C@H](CC(=O)N(CCO)Cc2ccccc2)C(=O)N1,1.3,2,4,4.8,3,3.4,-1,-22,-18,-14,1.8
CNC(=O)c1cc2c(ccc3ccccc32)o1,3.2,-1,-2,0.4,-1,1.8,-5,-4,-12,-3,0.2
COc1ccc(C(=O)OCC(=O)c2ccc3[nH]c(=O)[nH]c3c2)c(OC)c1OC,4.3,-2,2,0.5,6,-0.3,-5,-12,-10,-6,1.6
CC(C)(c1ccccc1)c1ccc(OCCN2CCCC2)cc1,0.0,-2,-1,0.4,4,0.2,5,97,3,-6,-1.5

# Compound activity (PubChem)

# Not a hit list; overall some 2.3% were active at least once.
